Assay outcomes deposited in PubChem BioAssay by National Center for Advancing Translational Sciences (NCATS).
ALOX12 inh: Primary qHTS assay for inhibitors of human arachidonate 12S-lipoxygenase (ALOX12): Round 2; Polyunsaturated fatty acid lipoxygenase ALOX12 (Homo sapiens), P18054; purified 12hLO, xylenol orange hydroperoxide absorbance; Potency, µM (series often up to 108 µM), for inactives: at the highest dose activity change, negative = inhibition, usual class: inhibitors; 1.1% of 580,000 active; active = well fitted inhibition curve with a large enough effect; inconclusive = small, poorly fitted or top-dose-only effect, or another doubt; inactive = no such curve, though single readings can be large or run the other way; also: potency is read from the fitted curve at half-maximal effect
Target sequence (P18054 whole entry, looked up): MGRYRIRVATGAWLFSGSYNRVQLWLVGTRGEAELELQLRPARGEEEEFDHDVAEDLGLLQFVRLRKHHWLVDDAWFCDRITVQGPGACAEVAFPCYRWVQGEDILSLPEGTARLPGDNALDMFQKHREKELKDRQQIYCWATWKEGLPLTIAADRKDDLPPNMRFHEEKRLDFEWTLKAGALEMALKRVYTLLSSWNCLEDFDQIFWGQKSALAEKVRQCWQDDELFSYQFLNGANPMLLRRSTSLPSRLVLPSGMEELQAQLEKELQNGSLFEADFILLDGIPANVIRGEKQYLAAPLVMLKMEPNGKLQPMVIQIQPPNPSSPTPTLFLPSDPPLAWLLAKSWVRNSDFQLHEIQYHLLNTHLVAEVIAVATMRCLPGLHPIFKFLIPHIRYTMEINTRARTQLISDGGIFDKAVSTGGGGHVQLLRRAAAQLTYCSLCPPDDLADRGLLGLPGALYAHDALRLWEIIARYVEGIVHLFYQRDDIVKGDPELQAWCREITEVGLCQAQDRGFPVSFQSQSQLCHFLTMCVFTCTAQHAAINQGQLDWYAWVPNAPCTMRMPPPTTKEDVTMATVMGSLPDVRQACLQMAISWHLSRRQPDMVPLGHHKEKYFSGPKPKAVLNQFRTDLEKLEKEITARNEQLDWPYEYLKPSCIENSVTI
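Hydroperoxide product was detected by ferrous iron/xylenol orange as the 573 to 405 nm absorbance ratio. Arachidonic acid at 40 uM (final) was turned over for 30 min at room temperature by 150 nM human 12hLO, pH 7.0 Hepes buffer, after 15 min compound preincubation.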
LDHA block: qHTS assay for inhibitors of human lactate dehydrogenase; L-lactate dehydrogenase A chain (Homo sapiens), P00338; purified LDHA, NADH/diaphorase-resazurin fluorescence; hits give low values; activity change, % (values are at about 110 or 230 µM); 0.15% of 480,000 active; AID 1347041, 2019; in the data active = activity change below about -30%; inconclusive = mostly about -25% to -30%;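 also: plate controls were DMSO wells for no effect and wells without enzyme for full effect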
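Remaining NADH was detected by diaphorase (0.133 mg/mL) converting 37 µM resazurin to fluorescent resorufin, read at 0 and 20 minutes. The preceding 5-minute room-temperature reaction used 2 nM LDHA, 0.2 mM sodium pyruvate and 0.06 mM NADH at pH 7.4.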
* hit, by the source's call; u = inconclusive; [ ] = remark or other dose. Unless noted, % is scaled to controls: 0 for no effect and ±100 for the full control effect.

The first 16 entries, to show the layout:
SMILES	ALOX12 inh	LDHA block
COc1ccc(N(C(=O)c2ccco2)S(=O)(=O)c2ccc3c(c2)oc(=O)n3C)cc1	-22%	-3
CC(C)CNc1nc(C(=O)Nc2ccc3[nH]ccc3c2)cs1	2%	5
O=Cc1ccc(-c2ccc(Br)cc2Cl)o1	40%	2
O=C(CCCCC(=O)OCC(=O)c1ccc(Br)cc1)OCC(=O)c1ccc(Br)cc1	u	-4
COC(=O)C(C)Oc1ccc2c(=O)c(-c3ccc(Br)cc3)c(C)oc2c1 (stereo unspecified)	-12%	0
O=C(O)C/C(=C/c1ccc(Cl)cc1)c1nc2ccccc2s1	u	5
Cc1nn(-c2ccccc2)c(C)c1CCC(=O)N1CCN(S(=O)(=O)c2ccccc2C#N)CC1	-22%	12
Cc1[nH]n2c(=O)cc(-c3ccc4ccccc4c3)nc2c1-c1ccccc1	-12%	0
Cc1[nH]c2ccccc2c1C(=O)C(C)OC(=O)c1ccc2c(c1)NC(=O)CS2 (stereo unspecified)	u	-21
Cc1ccc(C(=O)NC2CC2)cc1NC(=O)c1ccc(C)c(S(=O)(=O)N2CCCCC2)c1	44%	6
CNC(=O)c1ccc(-c2nc(CN3CCN(C(=O)Nc4ccc(Cl)cc4)CC3)c(C)o2)cc1	-11%	1
O=C(Nc1ccc(-n2cccn2)c(F)c1)C1CCN(C(=O)c2ccco2)CC1	25%	9
O=C1NC[C@@H](CCCCN2CCN(CCc3ccc(O)cc3)C(=O)C2=O)N(CCc2ccc(O)cc2)C1=O	122%	-1
CCCC(C)C(=O)NCc1cccs1 (stereo unspecified)	-6%	-2
CCNC(=O)C(=O)NCc1ccco1	-47%	-3
CCCOc1ccccc1Oc1ncccc1CNC(=O)NCC	1%	-13

The listing, from the first entry:
SMILES	ALOX12 inh	LDHA block
COc1ccc(N(C(=O)c2ccco2)S(=O)(=O)c2ccc3c(c2)oc(=O)n3C)cc1	-22%	-3
CC(C)CNc1nc(C(=O)Nc2ccc3[nH]ccc3c2)cs1	2%	5
O=Cc1ccc(-c2ccc(Br)cc2Cl)o1	40%	2
O=C(CCCCC(=O)OCC(=O)c1ccc(Br)cc1)OCC(=O)c1ccc(Br)cc1	u	-4
COC(=O)C(C)Oc1ccc2c(=O)c(-c3ccc(Br)cc3)c(C)oc2c1 (stereo unspecified)	-12%	0
O=C(O)C/C(=C/c1ccc(Cl)cc1)c1nc2ccccc2s1	u	5
Cc1nn(-c2ccccc2)c(C)c1CCC(=O)N1CCN(S(=O)(=O)c2ccccc2C#N)CC1	-22%	12
Cc1[nH]n2c(=O)cc(-c3ccc4ccccc4c3)nc2c1-c1ccccc1	-12%	0
Cc1[nH]c2ccccc2c1C(=O)C(C)OC(=O)c1ccc2c(c1)NC(=O)CS2 (stereo unspecified)	u	-21
Cc1ccc(C(=O)NC2CC2)cc1NC(=O)c1ccc(C)c(S(=O)(=O)N2CCCCC2)c1	44%	6
CNC(=O)c1ccc(-c2nc(CN3CCN(C(=O)Nc4ccc(Cl)cc4)CC3)c(C)o2)cc1	-11%	1
O=C(Nc1ccc(-n2cccn2)c(F)c1)C1CCN(C(=O)c2ccco2)CC1	25%	9
O=C1NC[C@@H](CCCCN2CCN(CCc3ccc(O)cc3)C(=O)C2=O)N(CCc2ccc(O)cc2)C1=O	122%	-1
CCCC(C)C(=O)NCc1cccs1 (stereo unspecified)	-6%	-2
CCNC(=O)C(=O)NCc1ccco1	-47%	-3
CCCOc1ccccc1Oc1ncccc1CNC(=O)NCC	1%	-13
CCCCn1nc(C(=O)Nc2ccc(OCC#N)cc2)c2ccccc2c1=O	u	0
C/C(=N/Nc1ccc(S(=O)(=O)Nc2ccccc2C(=O)O)cc1[N+](=O)[O-])c1ccco1	u	8
S=C(NCc1cccnc1)NC1CC1	-24%	11
CCN(C(=O)CSC1CCCC1)C1CCCCC1	-16%	-4
CC(C(=O)N1CCOCC1)n1ccc2cc(S(=O)(=O)N3CCCCCC3)ccc21 (stereo unspecified)	-26%	-2
CCc1ccc(/C(C)=N/NC(=O)c2csc(CC)c2)cc1	0%	5
CN(CC(=O)Nc1ccccc1)C(=O)C(C)(C)C#N	-4%	6
CC(C)c1nnc(NC(=O)c2cc(-c3ccccc3)nc3ccccc23)s1	13%	-6
O=C(NCCCc1ccccc1)c1ccc[n+]([O-])c1	-31%	4
The results go on.
SMILES	ALOX12 inh	LDHA block
Cc1cc(NS(=O)(=O)Cc2ccccc2)cc2sc(NC(=O)c3ccccc3)nc12	21%	9
CCCCN(C)C(=O)c1sc2nc(C(C)(C)C)nc(C)c2c1C	7%	2
Cc1ccccc1NC(=O)CSc1ncnc2ccccc12	-7%	3
COCCCN1C(=O)C(CC(=O)NCCN2CCOCC2)CC(C(=O)N2CCCCCC2)=C1C (stereo unspecified)	-5%	-3
CC(C)=CCOc1ccc2c(-c3cc4ccccc4oc3=O)cc(=O)oc2c1	4%	-2
CC(=O)Nc1cccc(NC(=S)NC(NC(=O)c2ccc(C)cc2)C(Cl)(Cl)Cl)c1 (stereo unspecified)	-83%	17
CCc1ccc2oc(-c3cccc(NC(=O)COc4ccc(OC)cc4)c3)nc2c1	-7%	0
CC(C)(C)CC(=O)NCCCCNC(=O)CC(C)(C)C	25%	0
CN1CCN(c2oc(-c3ccc(Cl)cc3)nc2C#N)CC1	u	0
COc1ccc(OCc2nc(C#N)c(N3CCN(C)CC3)o2)cc1	-4%	-5
COc1ccc(OC)c(CCNC(=O)CC(C)(C)C)c1	2%	2
CCOc1cc(C2CC(=O)Nc3c(-c4ccc(OC)cc4)csc32)ccc1OCC(N)=O (stereo unspecified)	0%	13
CCCNC(=O)CC(c1ccc(F)cc1)N1Cc2ccccc2C1=O (stereo unspecified)	34%	-1
CC1(c2ccccc2)NC(=O)N(NC(=O)c2n[nH]c(=O)c3ccccc23)C1=O (stereo unspecified)	u	-4
Cn1nnnc1-c1cccc(NS(=O)(=O)c2ccc(F)c(F)c2)c1	7%	1
CCCN1C(=O)c2cc(C(=O)NCc3ccc(C)cc3)nn2CC1(C)C(=O)NC1CCCC1 (stereo unspecified)	-2%	1
CCc1ccc(C(=O)Nc2ccccc2O)o1	-7%	9
Cc1ccc(OCc2nc(CCN(C)C(=O)c3ccccc3C(F)(F)F)no2)cc1C	4%	-10
CCc1ccc2nc(-c3ccnn3CC)cc(C(=O)O)c2c1	0%	-4
COc1ccc(-c2csc3c2NC(=O)CC3c2cc(C)ccc2C)cc1 (stereo unspecified)	-27%	-1
N#Cc1nc(-c2ccccc2)oc1NCCCN1CCOCC1	u	4
COC(=O)CC(NC(=O)CCc1cc(OC)ccc1OC)c1cccs1 (stereo unspecified)	-2%	-1
Cc1cc(OCC(=O)NC2CCc3ccccc32)ccc1C(C)C (stereo unspecified)	u	11
CN(C)S(=O)(=O)c1ccc2c(c1)cc(C(=O)NCC1CCCO1)n2C (stereo unspecified)	-10%	1
CCc1ccc(S(=O)(=O)NCCc2coc(-c3ccccc3)n2)cc1	u	-2
Remaining list, next part
SMILES	ALOX12 inh	LDHA block
CC(=O)N1CCN(C(=O)c2cc(-c3cccs3)nc3ccccc23)CC1	2%	-1
COc1ccc(S(=O)(=O)N2CCCCCC2)cc1NC(=O)Cc1nn(C)c(=O)c2ccccc12	28%	1
Cc1oc(-c2cccs2)nc1CC(=O)NCCc1cccs1	-4%	-1
O=C(CCC1CCCCC1)Nc1ccc(F)cc1	12%	-1
Nc1nnnn1NCc1c(OCc2ccc(Cl)cc2Cl)ccc2ccccc12	u	0
CCOC(=O)[C@]12CCCC=C1N(Cc1ccc(Cl)cc1Cl)C(=O)[C@H](CC(=O)NCCCN1CCCC1=O)C2	-5%	-3
CCCCCCn1nc(C(=O)OCC(=O)N2c3ccccc3NC(=O)C2(C)C)c2ccccc2c1=O	14%	7
CCOc1cccc2cc(S(=O)(=O)c3ccc(Cl)c(Cl)c3)c(=O)oc12	-5%	-9
COc1ccc(COc2ccc(C#N)cc2OC)cc1	-59%	3
CCCNC(=O)c1cn(-c2ccccc2)nc1-c1cccnc1	3%	-4
Cc1ccc(-c2nnn(CC(=O)c3c[nH]c4ccccc34)n2)cc1	-7%	5
Cc1ccc(N/N=C/c2cccc(/C=N/Nc3ccc(C)c(Cl)c3)c2)cc1Cl	u	1
COc1cc(=O)n(-c2ccc(F)cc2)nc1C(=O)Nc1ccc(Br)cc1C	43%[activator]	7
COCCn1c(C)cc(C(=O)CSc2nnc(CN3CCCC3)n2-c2ccccc2)c1C	32%[activator]	8
CSc1cccc(NC(=O)C(C)SC)c1 (stereo unspecified)	-6%	-20
CCCN(CCC)S(=O)(=O)NCc1ccnc(OCc2ccccc2)c1	-8%	11
Cc1ccc(NS(=O)(=O)c2ccc(Cl)cc2)cc1S(=O)(=O)N(C)C	u	0
Cn1c(=O)c2c(nc(CN3CCN(c4ccccc4F)CC3)n2Cc2ccccc2)n(C)c1=O	-30%	3
Cc1cccc(NC(=O)C2=C(c3ccccc3)S(=O)(=O)CCO2)n1	-42%	-3
CCN(CC)C(=O)Cn1c(=O)c2c(ncn2Cc2ccco2)n(Cc2ccccc2)c1=O	u	-1
CN(C)CCCOC(=O)/C=C/c1ccccc1	-2%	8
CC(C)(C)C(=O)C1C(C(C)(C)C)=CC(c2ccccc2)=CC1(C)c1ccccc1 (stereo unspecified)	1%	6
O=S1(=O)CC(N2CCN(Cc3ccccc3F)CC2)CN1Cc1cn(Cc2ccccc2)nn1 (stereo unspecified)	u	1
COc1ccc(-c2nn(Cc3nc(-c4ccc(Br)cc4)no3)c(=O)c3ccccc23)cc1	-6%	20
CC1CCN(C(=O)C2CCN(c3nc4ccccc4nc3OC(C)C)CC2)CC1	-9%	-8
Additional structures:
SMILES	ALOX12 inh	LDHA block
COc1ccc(Cl)cc1S(=O)(=O)Nc1c(N2CCCC2)c2ccccc2oc1=O	u	-7
CCOC(=O)[C@]12CCC=C1N(Cc1ccc3c(c1)OCO3)C(=O)[C@H](CC(=O)N1CCOCC1)C2	9%	4
CC(C)CNC(=O)C(C)Oc1ccc(C#N)cc1 (stereo unspecified)	u	3
COc1ccc(C(=O)N(C)Cc2cc(Br)ccc2OC)cc1F	u	-4
Cc1ccc(-n2cnnc2SCC(=O)Nc2nc3c(C)cccc3s2)cc1	u	6
CC1CCN(C(CNC(=O)c2ccccc2SC(F)F)c2cccs2)CC1 (stereo unspecified)	32µM*	1
COC(=O)c1ccc(C2NC(=S)NC(C)=C2C(=O)OC(C)C)cc1 (stereo unspecified)	u	2
CC(=O)Nc1cccc(C(C)NC(=O)NC(C)c2cccc(F)c2)c1 (stereo unspecified)	-3%	-2
O=C1OCCC1NC(=S)Nc1cccc2ccccc12 (stereo unspecified)	5%	-1
O=S(=O)(c1cccc(Br)c1)N1CCOCC1	u	-9
CC(C)(O)C#Cc1ccc(N2C(c3ccsc3)=Cc3ccc(F)cc3C2c2c[nH]c3ccc(C#N)cc23)cc1 (stereo unspecified)	u	2
COc1ccccc1Oc1c(C)oc2cc(OCC(=O)Nc3cccc(O)c3)ccc2c1=O	u	-2
O=S1(=O)CC(N2CCN(Cc3ccccc3F)CC2)CN1Cc1cn(Cc2ccc(Cl)cc2)nn1 (stereo unspecified)	-2%	1
O=C(Cn1c(=O)ccc2cc(S(=O)(=O)N3CCCC3)ccc21)NCc1ccco1	-2%	7
COCCS(=O)(=O)c1ccc(C(=O)O)cc1	u	11
COC(=O)c1cccc(S(=O)(=O)Oc2ccc3ccc(=O)oc3c2)c1	u	4
CSc1cccc(Nc2nc(N)c(C(=O)c3ccccc3Cl)s2)c1	u	10
CCCCn1c(=O)n(CC(=O)Nc2cc(C)on2)c(=O)c2c1ncn2Cc1ccccc1	5%	1
COc1cc(C)cc2oc(=O)c(CC(=O)NCCc3ccc(S(N)(=O)=O)cc3)c(C)c12	-10%	6
O=C1CCCCC1OC(=O)C12CC3CC(CC(Cl)(C3)C1)C2 (stereo unspecified)	-17%	0
N#Cc1c2c(c3nncn3c1NCc1ccncc1)CN(Cc1ccccc1)CC2	u	11
O=C(O)c1cccc(-c2noc(-c3ccccc3F)n2)c1	-30%[57.4 µM]	-9
CCCC12CN(C(=O)c3ccccc3)CC(CCC)(CN(C(=O)c3ccccc3)C1)C2=O	u	5
CC(C)(C)C(=O)/C(C#N)=C/c1ccccc1OCc1ccc(Cl)cc1	11%	-19
Cn1cc(C(=O)N2CCN(C(=O)c3ccccc3)CC2)c2ccccc21	-30%	-1
COc1nc2ccccc2nc1N1CCC(C(=O)Nc2ccc(C)c(C)c2)CC1	2%	-9
O=C(Nc1ccc2ccccc2n1)c1cccc[n+]1[O-]	u	3
CC(C)(C)OC(=O)NCCNC(=O)c1cc2ccccc2[nH]1	0%	3
CSc1nc(C)nc2c1c(=O)n(C)c(=O)n2CC(C)C	4%	2
CC1CCCCC1NC(=S)NC1CC(C)(C)NC(C)(C)C1 (stereo unspecified)	-6%	-1

An excerpt, so the mix of outcomes need not match the whole.
